Screening data (PubChem)
Vif-APOBEC3F blk: qHTS for Inhibitors of Vif-A3F Interactions: qHTS; HeLa A3F-eYFP + Vif (tagged APOBEC3F with the HIV-1 protein that degrades it), YFP fluorescence increase; Potency, µM (top dose mostly 46.1 µM), for the others: at the top dose activity, negative = active; 390,000 compounds, 0.2% hits; also: potency is read from the fitted curve at half-maximal effect; % of control where 0% means no effect; nearly all actives have a fitted effect of over 65% in size
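Fluorescence increase (Ex 488/Em 500-530) after overnight compound treatment at 37 deg C flags inhibition of Vif-driven A3F-eYFP loss in stable HeLa A3F-eYFP/Vif cells seeded overnight beforehand.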
TrxR1 substrate: qHTS Assay for Substrates of Mammalian Selenoprotein Thioredoxin Reductase 1 (TrxR1): qHTS. Thioredoxin reductase 1, cytoplasmic (Rattus norvegicus), O89049. purified TrxR1 substrate turnover, NADPH consumption readout. Potency, µM (titrated, usually from 114 µM), for the others: at the top dose activity change, negative = substrate turnover. 390,000 compounds, 0.01% hits; also: potency is read from the fitted curve at half-maximal effect; % is scaled to controls: 0 for no effect and ±100 for the full control effect; nearly all actives have a fitted effect of over 50% in size
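Rat TrxR1, dispensed at 90 nM, was prereduced with 400 uM NADPH (final) for 5 min at ~22 deg C, then incubated with compound 15 min before 400 uM selenite. A first-read NADPH fluorescence drop versus no-compound background flagged substrates.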
LDHA block: qHTS assay for inhibitors of human lactate dehydrogenase | L-lactate dehydrogenase A chain (Homo sapiens), P00338 | purified LDHA, NADH/diaphorase-resazurin fluorescence; stronger effect = lower value | activity change, % (values are at about 110 or 230 µM) | 480,000 compounds, 0.15% hits | AID 1347041, 2019; in the data active = activity change below about -30%; inconclusive = mostly about -25% to -30%;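 also: plate controls were DMSO wells for no effect and wells without enzyme for full effect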
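LDH5 2 nM; NADH 0.06 mM, pyruvate 0.2 mM; 200 mM Tris pH 7.4, EDTA, Tween-20; 5 min RT. Detection: diaphorase 0.133 mg/mL + resazurin 37 µM, fluorescence ex540/em590 at 0 and 20 min; normalized to enzyme-free and DMSO wells.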
Vif-A3G inh: qHTS for Inhibitors of Vif-A3G Interactions: qHTS. HeLa A3G-eYFP + Vif (tagged APOBEC3G with the HIV-1 protein that degrades it), YFP fluorescence, overnight. 410,000 compounds, 0.076% hits. DNA dC->dU-editing enzyme APOBEC-3G (Homo sapiens), Q9HC16. AID 602310, 2012. Potency, µM (series often up to 46.1 µM), without a hit: at the top dose activity, negative = active, actives largely listed as inhibitors;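 also: potency is read from the fitted curve at half-maximal effect; % is scaled to controls: 0 for no effect and ±100 for the full control effect; nearly all actives have a fitted effect of over 60% in size; hits raise eYFP signal because A3G escapes Vif-driven loss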
Target sequence (Q9HC16 whole entry, looked up): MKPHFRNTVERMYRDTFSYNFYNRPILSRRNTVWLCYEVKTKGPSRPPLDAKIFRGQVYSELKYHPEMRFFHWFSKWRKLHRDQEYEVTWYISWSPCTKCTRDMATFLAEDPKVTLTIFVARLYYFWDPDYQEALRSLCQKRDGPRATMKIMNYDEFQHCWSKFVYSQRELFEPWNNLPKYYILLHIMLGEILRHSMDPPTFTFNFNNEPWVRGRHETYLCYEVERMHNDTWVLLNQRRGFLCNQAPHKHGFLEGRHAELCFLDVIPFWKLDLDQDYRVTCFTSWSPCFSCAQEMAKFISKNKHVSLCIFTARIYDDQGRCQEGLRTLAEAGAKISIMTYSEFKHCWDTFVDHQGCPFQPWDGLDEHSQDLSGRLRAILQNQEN
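HeLa cells stably expressing Vif and C-terminally eYFP-tagged A3G, seeded overnight at 37 deg C, then exposed to compound by pintool overnight at 37 deg C. Rise in yellow fluorescence (Ex 488/Em 500-530, Acumen) marks blocked Vif-driven A3G degradation.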
USP1-UAF1 inh: Inhibitors of USP1/UAF1: Primary Screen; Ubiquitin carboxyl-terminal hydrolase 1 (Homo sapiens), O94782; recombinant USP1/UAF1, Ub-Rhodamine cleavage fluorescence; Potency, µM (highest dose often 57.1 µM), inactives show at the highest dose activity change, negative = inhibition, usual class: inhibitors; 390,000 compounds, 0.23% hits; also: potency is read from the fitted curve at half-maximal effect; % is scaled to controls: 0 for no effect and ±100 for the full control effect; nearly all actives have a fitted effect of over 60% in size; inactives centre near -12
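In this screen, compounds sit with the deubiquitinase complex (1nM) for 15 min at room temperature before Ub-Rho is added at 150nM final. Fluorescence rise is then followed for 6 reads every 60 seconds.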
mIDH1 inhibitor: qHTS for Inhibitors of mutant isocitrate dehydrogenase 1 (IDH1): qHTS; Isocitrate dehydrogenase [NADP] cytoplasmic (Homo sapiens), O75874; IDH1-R132H enzyme, NADPH consumption, diaphorase/resazurin fluorescence; Potency, µM (series often up to 76.6 µM), inactives show at the top dose activity change, negative = inhibition, actives largely listed as inhibitors; 390,000 compounds, 0.093% hits; AID 602179, 2012; also: potency is read from the fitted curve at half-maximal effect; % is scaled to controls: 0 for no effect and ±100 for the full control effect; nearly all actives have a fitted effect of over 65% in size
Target sequence (O75874 whole entry R132H, stated change not applied): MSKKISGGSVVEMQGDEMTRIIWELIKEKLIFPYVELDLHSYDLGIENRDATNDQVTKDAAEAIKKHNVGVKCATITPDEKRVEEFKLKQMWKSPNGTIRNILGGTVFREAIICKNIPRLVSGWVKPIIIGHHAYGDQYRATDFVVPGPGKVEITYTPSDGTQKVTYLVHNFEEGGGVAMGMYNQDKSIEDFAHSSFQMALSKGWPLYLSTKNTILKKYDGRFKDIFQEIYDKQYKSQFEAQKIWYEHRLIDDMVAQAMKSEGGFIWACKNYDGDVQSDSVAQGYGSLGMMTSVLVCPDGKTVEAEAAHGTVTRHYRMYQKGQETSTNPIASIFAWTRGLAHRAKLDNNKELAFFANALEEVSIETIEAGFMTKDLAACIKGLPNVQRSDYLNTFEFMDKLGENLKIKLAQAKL
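IDH1-R132H (0.5 ug/mL dispensed) in pH 7.5 Tris buffer was preincubated 30 min with compound, then given a substrate mix of 0.016 mM NADPH and 2 mM alpha-KG for 80 min at room temperature; remaining NADPH was read by diaphorase/resazurin fluorescence.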
TrxR1 inh: qHTS Assay for Inhibitors of Mammalian Selenoprotein Thioredoxin Reductase 1 (TrxR1): qHTS. Thioredoxin reductase 1, cytoplasmic (Rattus norvegicus), O89049. recombinant rTrxR1, NADPH fluorescence consumption, selenite substrate. Potency, µM (titrated, usually from 114 µM), inactives show at the highest dose activity change, negative = inhibition, actives largely listed as inhibitors. 390,000 compounds, 1% hits. AID 588453, 2011; also: potency is read from the fitted curve at half-maximal effect; % is scaled to controls: 0 for no effect and ±100 for the full control effect; nearly all actives have a fitted effect of over 65% in size
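Rat TrxR1 (90 nM in the dispensed reagent) was pre-reduced with 400 uM NADPH for 5 min at room temperature, then incubated with compound for 15 min. After 400 uM selenite was added, NADPH fluorescence (Ex 340/Em 450 nm) was followed for 8 min.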
RGS4 inhibitor: Inhibitors of Regulator of G Protein Signaling (RGS) 4: qHTS | Transcreener GDP fluorescence polarization, RGS4-accelerated GTP hydrolysis | 390,000 compounds, 0.039% hits | AID 504845, 2011 | Potency, µM (series often up to 114 µM), without a hit: at the highest dose activity change, negative = inhibition, actives largely listed as inhibitors | Regulator of G-protein signaling 4 (Homo sapiens), P49798; also: potency is read from the fitted curve at half-maximal effect; % is scaled to controls: 0 for no effect and ±100 for the full control effect; nearly all actives have a fitted effect of over 75% in size; some results filed as inactive show a strong effect at the top dose
Target sequence (P49798 whole entry, looked up): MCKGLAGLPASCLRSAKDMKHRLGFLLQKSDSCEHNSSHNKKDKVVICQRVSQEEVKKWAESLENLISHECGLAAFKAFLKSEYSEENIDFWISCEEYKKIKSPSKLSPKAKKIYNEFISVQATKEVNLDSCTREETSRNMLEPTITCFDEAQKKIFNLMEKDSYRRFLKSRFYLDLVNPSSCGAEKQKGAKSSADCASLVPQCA
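MLSMR compounds (23 nl, pin-transferred) preincubated 10 min at room temperature with a 500nM (2x) first reagent, then RGS4 at 900nM (2x) plus Transcreener GDP mix added; fluorescence polarization (620/688 nm) read before and after 90 min at 30 °C.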
Glioma ERSR ind: qHTS for Inducers of the Endoplasmic Reticulum Stress Response (ERSR) in Human Glioma: qHTS; U87-MG GRP78 promoter luciferase reporter, 16 h; Potency, µM, inactives show at the top dose activation, most hits filed as activators; 420,000 compounds, 0.02% hits; also: potency is read from the fitted curve at half-maximal effect; series mostly up to about 76 µM; % of control where 0% means no effect; nearly all actives have a fitted effect of over 35% in size
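Stably transfected U87-MG human glioma cells carrying a GRP78-based luminescent sensor were seeded at 1000 cells/well, pin-dosed with compounds and incubated 16 h. Luciferase reagent was then added, and end-point luminescence was read after 10 min at room temperature.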
Active calls of the source: *; ? = inconclusive; . = not tested or not shown; [ ] = remark or other dose. Unless noted, calls follow the shape of the dose curve; as a rule, active = well fitted curve in the direction sought with a large enough effect; inconclusive = small, poorly fitted or top-dose-only effect, or another doubt; inactive = no such curve, though single readings can be large; an effect the other way counts as inactive or inconclusive. This is a subset; the hit share may differ from the screen's.

smiles	Vif-APOBEC3F blk	TrxR1 substrate	LDHA block	Vif-A3G inh	USP1-UAF1 inh	mIDH1 inhibitor	TrxR1 inh	RGS4 inhibitor	Glioma ERSR ind
COc1ccc(CCNC(=O)c2cn(C)c3ccc(S(=O)(=O)N(C)C4CCCCC4)cc3c2=O)cc1OC	-5%	18%	0	0%	?	20%	13%	-3%	-2%
CC(C)c1noc2ncc(C(=O)c3cc(Cl)cc(Cl)c3O)cc12	4%	-6%	5	-2%	-20%	2%	-9%	-8%	-3%
CCC/C=C/c1ccc(CN2C(C)C(=O)N(Cc3cn(CCOCOC)nn3)CCS2(=O)=O)cc1 (stereo not given)	-3%	.	-1	1%	-11%	-6%	.	.	1%
Cc1ccn2c(=O)cc(COc3ccc(NC(=O)c4ccccc4F)cc3)nc2c1	-7%	8%[57.1 µM]	-8	3%	?	1%	24%[57.1 µM]	15%	0%
C=CCc1ccc(OCC(O)CO)c(OC)c1 (stereo not given)	0%	-6%	3	-1%	-18%	1%	-9%	-2%	-4%
CN(C)C(=O)C[n+]1cccc(/C=N/O)c1	4%	0%	4	2%	-14%	0%	21%	-8%	-5%
COc1cccc(OCC(=O)O/N=C(\N)c2ccc(OC)c(OC)c2)c1	6%	-12%	-3	1%	-17%	3%	-3%	1%	2%
COc1ccc(-c2nc3ccccc3o2)cc1NC(=O)COc1cc(C)cc(C)c1	1%	-1%[57.1 µM]	-10	3%	-18%	9%	11%[57.1 µM]	8%	0%
CC1CCC2(CC1)NC(=O)N(CC(=O)Nc1cc(S(=O)(=O)N3CCCC3)ccc1Cl)C2=O (stereo not given)	-25%	-9%[2.29 µM]	-3	-7%	2%	1%	-11%[2.29 µM]	16%	-1%
CCC(Sc1nc(=O)cc(N)n1-c1cccc(C)c1)C(=O)Nc1cc(C)on1 (stereo not given)	2%	8%	3	-3%	?	5%	22%	18%	0%
COc1ccc(C(=O)NCc2cnn(C)c2C)cc1OC1CCN(C(C)C)CC1	1%	5%	-8	-1%	-12%	5%	18%	-10%	-1%
CCCCN(C(=O)CSc1nncn1-c1ccccc1OC)c1c(N)n(Cc2ccccc2)c(=O)[nH]c1=O	7%	-5%	-4	-3%	-25%	5%	1%	-19%	-3%
COc1ccc(-c2cc3ccc(O)c(CN4CCCC(C)C4)c3oc2=O)cc1 (stereo not given)	1%	115%[activator][57.1 µM]	-2	3%	?	-4%	16%[57.1 µM]	-13%	-2%
CC1(c2ccccc2)NC(=O)N(CC(=O)N2CCN(S(=O)(=O)c3cccc([N+](=O)[O-])c3)CC2)C1=O (stereo not given)	-12%	-2%	2	-2%	-9%	3%	2%	33%	-2%
CN1CCN(C(N)=NC(=O)c2ccccc2)CC1	3%	7%	0	-14%	-18%	2%	15%	-30%	-3%
CC(/C=C/c1ccccc1)=N\Nc1nc(C)cc(C)n1	-7%	-4%	-2	1%	-15%	2%	-1%	13%	2%
CC(OC(=O)CSc1ccc([N+](=O)[O-])cc1)C(=O)NCc1ccco1 (stereo not given)	3%	-9%	-1	1%	-21%	3%	?	-11%	-2%
C/C(=N\NC(=O)COc1ccc(C(C)(C)C)cc1)c1ccc(N2CCOCC2)cc1	-12%	2%	-10	-5%	-4%	-4%	7%	5%	-2%
Cc1cc(C)n(CC(=O)NCCC2=CCCCC2)n1	0%	7%	-8	0%	?	-7%	16%	4%	0%
COc1ccc(OC)c(NC(=O)CC2SC(=Nc3ccc(F)cc3)N(CCC3=CCCCC3)C2=O)c1 (stereo not given)	2%	5%	-1	-7%	-23%	-2%	16%	-14%	3%
CC12CCC(=O)N1C(C(=O)N1CCN(c3ccc(C(F)(F)F)cc3[N+](=O)[O-])CC1)CS2 (stereo not given)	1%	-12%	-6	1%	2%	4%	-11%	15%	-4%
NC(=O)c1ccc(N2CCCCC2)c(N2C(=O)CCC2=O)c1	-5%	7%[57.1 µM]	1	2%	-1%	0%	0%[57.1 µM]	6%	-4%
CCN(CC)CCNC(=O)c1c(C)oc2ncnc(N3CCOCC3)c12	-7%	-1%	1	0%	8%	-12%	-3%	5%	-4%
COCCCNC(=O)c1ccc(S(=O)(=O)c2ccc(Cl)cc2)c(NC(C)=O)c1	?	2%	-3	0%	1%	0%	4%	-18%	1%
COC(=O)c1c(SC)nc2ccccc2c1OCc1ccccc1Cl	1%	-1%[57.1 µM]	0	4%	-5%	0%	23%[57.1 µM]	8%	-3%

smiles	Vif-APOBEC3F blk	TrxR1 substrate	LDHA block	Vif-A3G inh	USP1-UAF1 inh	mIDH1 inhibitor	TrxR1 inh	RGS4 inhibitor	Glioma ERSR ind
COc1cccc(C(=O)N2CCN(C(=O)c3ccc(-c4ccccc4)cc3)CC2)c1OC	-1%	9%	-4	-1%	-4%	-1%	5%[57.1 µM]	-14%	-4%
CCCC1(C(=O)OC)NC(c2ccc(OC)c(OC)c2)C2C(=O)N(c3cccc(C(C)=O)c3)C(=O)C21 (stereo not given)	-8%	-3%	-3	2%	-9%	-8%	12%	-5%[56.9 µM]	-1%
CC(=O)N1CCc2cc(S(=O)(=O)NC(C(=O)Nc3ccc4c(c3)OCCO4)C(C)C)ccc21 (stereo not given)	-2%	-2%	-2	1%	-6%	5%	9%	-30%	-6%
Cc1ccc(S(=O)(=O)NCC(=O)NC2CCCCCC2)cc1	3%	-5%[57.1 µM]	-10	1%	-8%	-4%	-19%[57.1 µM]	7%	0%
Cn1nnnc1SCCNC/C=C/c1ccccc1	-8%	0%	-4	0%	3%	4%	3%	32%	-2%
CC(C)CN(C(=O)COC(=O)CCc1nc2ccccc2s1)c1c(N)n(Cc2ccccc2)c(=O)[nH]c1=O	0%	3%	-7	-8%	-17%	-7%	15%	-25%	-8%
CCCCNC(=O)Nc1nnc(-c2ccc(OCC)cc2)o1	1%	-4%	-5	1%	-13%	3%	-8%	2%	-2%
NS(=O)(=O)c1ccc(CCNC(=O)CN2C(=O)COc3ccc(S(=O)(=O)N4CCCC4)cc32)cc1	-5%	11%	1	-9%	-15%	0%	10%	-16%	-5%
CCn1nc([N+](=O)[O-])c(C(C#N)c2nc3ccccc3n2C)c(Cl)c1=O (stereo not given)	5%	-11%	5	-4%	-19%	4%	?	-41%	-4%
CC(=O)c1cccc(NC(=S)NNC(=O)c2ccc(C)c([N+](=O)[O-])c2)c1	-3%	-8%	-7	-3%	3%	0%	-23%	-17%	-1%

Some entries already given with just Vif-APOBEC3F blk and USP1-UAF1 inh:
canonical_smiles | Vif-APOBEC3F blk | USP1-UAF1 inh
CCn1nc([N+](=O)[O-])c(C(C#N)c2nc3ccccc3n2C)c(Cl)c1=O (stereo not given) | 5% | -19%
CC(=O)c1cccc(NC(=S)NNC(=O)c2ccc(C)c([N+](=O)[O-])c2)c1 | -3% | 3%

Exported with two lines to a compound: part of the list above
Values run as follows: Vif-APOBEC3F blk | TrxR1 substrate | LDHA block | Vif-A3G inh | USP1-UAF1 inh | mIDH1 inhibitor | TrxR1 inh | RGS4 inhibitor | Glioma ERSR ind
Cc1ccc(S(=O)(=O)NCC(=O)NC2CCCCCC2)cc1
  3% | -5%[57.1 µM] | -10 | 1% | -8% | -4% | -19%[57.1 µM] | 7% | 0%
Cn1nnnc1SCCNC/C=C/c1ccccc1
  -8% | 0% | -4 | 0% | 3% | 4% | 3% | 32% | -2%
